Screens deposited in PubChem BioAssay by National Center for Advancing Translational Sciences (NCATS).
D1 agonist = human D1 receptor agonism; P21728; HEK293 T-REx D1 cells, calcium flux, agonist mode; activation, % at 2 µM; 1% of 360,000 active; AID 504660; note: 0% is about no effect
Target sequence (P21728 whole entry, looked up): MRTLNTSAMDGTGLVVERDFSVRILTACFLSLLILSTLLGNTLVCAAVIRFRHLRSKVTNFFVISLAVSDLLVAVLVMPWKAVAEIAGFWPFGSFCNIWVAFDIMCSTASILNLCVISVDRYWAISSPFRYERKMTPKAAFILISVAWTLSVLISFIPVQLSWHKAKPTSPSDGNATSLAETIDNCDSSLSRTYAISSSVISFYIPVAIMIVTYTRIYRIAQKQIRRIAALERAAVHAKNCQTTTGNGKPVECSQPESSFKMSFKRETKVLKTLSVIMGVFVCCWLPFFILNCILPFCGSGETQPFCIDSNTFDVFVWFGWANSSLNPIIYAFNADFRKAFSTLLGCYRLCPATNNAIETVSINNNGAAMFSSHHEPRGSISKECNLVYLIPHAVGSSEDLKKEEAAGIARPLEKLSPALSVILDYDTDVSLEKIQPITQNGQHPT
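Inducible HEK293 T-REx D1 cells, force-coupled to calcium signalling, were plated at 4000 cells/well with tetracycline and held overnight at 30 C. After no-wash calcium dye loading, compound-evoked calcium rise over 180 s flagged agonists.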
TRHR ag = activates the human TRH receptor. activation, % at 2 µM. P34981. TRHR cells, calcium flux fluo-8, FDSS agonist mode. 0.18% of 360,000 active; note: 0% is about no effect
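Fluo-8-loaded TRHR cells; 10 s baseline, compound added, kinetic Ca2+ fluorescence read 1/s, agonist mode.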
TRHR PAM = allosterically enhances the human TRH receptor. 0.66% of 360,000 active. P34981. enhancement, % at 2 µM. TRHR cells, fluo-8 calcium fluorescence, EC20 TRH enhancement; in the data active = enhancement above about 30%; note: 0% is about no effect
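Enhancer read-out: after compound pinning and an initial kinetic agonist-mode read, an EC20 of TRH (10 nM final) was injected and fluo-8 calcium signal (Ex 480/Em 530) followed at 1 s/cycle for 100 cycles in TRHR-expressing cells.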
D1 potentiator = potentiators of human D1 dopamine receptor; 0.036% of 360,000 active; HEK293 TREx D1 cells, calcium flux, dopamine EC20 potentiation; potentiation, % at 10 µM; in the data active = potentiation above about 30%; note: 0% is about no effect
D1 antag = human D1 dopamine receptor antagonism. HEK293 TREx D1 cells, calcium flux, dopamine EC80; hits give low values. activity change, negative = inhibition, % at 10 µM. 3.2% of 360,000 active. AID 504652; in the data active = activity change below about -30%; note: % is set by controls: 0 for no effect and ±100 for the full control effect
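Calcium flux readout: force-coupled, inducible Hek293 Trex D1 line, cells induced overnight at 30 C with tetracycline, dye-loaded 30–90 min at RT. Antagonism scored against EC80 dopamine challenge given 180 s after compound.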
D2 potentiator = positive allosteric modulators of human D2 dopamine receptor | HEK293 T-REx D2, calcium flux, EC20 dopamine potentiation | P14416 | potentiation, % at 10 µM | 0.34% of 340,000 active | AID 485347;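 active = potentiation over 3 SD above the plate norm, cut at about 30% in these data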; note: 0% is about no effect
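Potentiation of an EC20 dopamine calcium response measured kinetically over 180 s, after a preceding 180 s compound-only read flagging agonists. Cells: inducible Hek293 Trex D2 line, 4000/well, cultured overnight at 30 C before dye loading.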
RXFP1 antagonist = RXFP1 (human) relaxin receptor antagonism. HEK293-RXFP1, relaxin-stimulated cAMP HTRF, 30 min; hits give low values. activity change, negative = inhibition, % at 57.5 µM. 0.59% of 350,000 active. AID 1259400;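 active = activity change of -60% or lower, but not beyond a set lower limit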; note: % is set by controls: 0 for no effect and ±100 for the full control effect
D2 antag = D2 dopamine receptor (human) antagonism. inhibition, % at 10 µM. AID 485344. P14416. 2% of 340,000 active. HEK293 TREx D2 cells, calcium flux, dopamine EC80; in the data active = inhibition above about 30%; note: 0% is about no effect
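Antagonism is scored as inhibition of an EC80 dopamine-evoked calcium signal in a force-coupled, tetracycline-inducible HEK293 T-REx D2 line, with compound present 180 s before agonist.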
D2 ag = agonists of human D2 dopamine receptor; activation, % at 2 µM; P14416; 0.53% of 340,000 active; HEK293 T-REx D2 cells, calcium flux agonist mode;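 active = activation over 3 SD above normal in the single-dose calcium agonist read, cut at about 30% in these data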; note: 0% is about no effect
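HEK293 Trex D2 cells, tetracycline-induced, o/n 30 C 5% CO2; no-wash Ca dye, RT 30–90 min; 10-cycle baseline, 23 nl cpd added, kinetic Ca read 180 s; agonist hits = positive Ca response.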
Active calls of the source: *; / = no result given. Cut-off read from the data, not from the text of the source, unless noted: active = activation above about 30%; inactive = the rest. The order is random. Share with any hit: about 7.1%.

no. | molecule | D1 agonist | TRHR ag | TRHR PAM | D1 potentiator | D1 antag
1 | Cc1cc(C)c(NC(=O)COC(=O)c2c(C)noc2C)c(Cl)c1 | 7 | -2.1 | -6 | -6 | -12
2 | CCOc1ccccc1C(=O)NCC(=O)OCCOc1cccc(Cl)c1 | 1 | -1.2 | -4 | 0 | 9
3 | COc1cccc(CNC(=O)CN(C)S(=O)(=O)c2ccc3c(c2)CC(C)N3C(C)=O)c1 (stereo not drawn) | 1 | 0.4 | 2 | -5 | -1
4 | CCCNC(=O)CSc1cn(CC(=O)N2CCCCCC2)c2ccccc12 | 0 | 0.2 | -10 | -2 | -12
5 | CCC(C)Nc1nc(Cl)nc(N(C#N)CN2C(=O)c3ccccc3S2(=O)=O)n1 (stereo not drawn) | 3 | 0.0 | -3 | -1 | -22
6 | COc1ccc(C(CNC(=O)c2ccc(OCC3CCCO3)cc2)N2CCOCC2)cc1 (stereo not drawn) | -2 | 5.2 | 0 | -5 | 16
7 | CN1C(=O)C(O)(c2sc(N)nc2-c2ccccc2)c2ccccc21 (stereo not drawn) | 4 | 1.1 | 1 | 0 | -1
8 | O=C(CN1C(=O)C2(SCC(=O)N2c2ccc(F)cc2)c2ccccc21)NCCc1ccccc1 (stereo not drawn) | 2 | 1.2 | -10 | -3 | 3

no. | D2 potentiator | RXFP1 antagonist | D2 antag | D2 ag
1 | 9 | 9 | -4 | 0.5
2 | 2 | -1 | -3 | -0.5
3 | -2 | 4 | -4 | 1.7
4 | 1 | -3 | / | 1.1
5 | -4 | -20 | / | /
6 | 11 | 13 | -17 | 0.1
7 | 6 | 4 | -8 | 0.9
8 | 3 | / | / | 2.2

The listing continues.
no. | molecule | D1 agonist | TRHR ag | TRHR PAM | D1 potentiator | D1 antag
9 | CCCc1ccc(OCc2ccc(C(=O)OC)o2)c(OC)c1 | 5 | -1.2 | -3 | 14 | 2
10 | Cc1ccc(C)c(N2CCN(S(=O)(=O)c3ccc4oc(=O)c5ncn(C)c5c4c3)CC2)c1 | 1 | -0.6 | 4 | -1 | 1
11 | O=C(COc1ccc2ccccc2c1)NCCn1ccc2ccccc21 | -2 | 0.0 | 2 | 4 | -8
12 | C=CCOc1ccc(CNc2ccc(NC(=O)CC(C)C)cc2)cc1OC | 3 | -0.4 | 0 | -4 | 3
13 | CN(CC(=O)N1CCc2ccccc2C1)S(=O)(=O)c1ccc2c(c1)c(=O)n(C)c(=O)n2C | -2 | -0.5 | 1 | -1 | -23
14 | O=C(O)c1cc(-c2ccc3ccccc3n2)nc2ccccc12 | 2 | 0.4 | -3 | 4 | 1
15 | Cc1ccc(-c2nn(-c3ccccc3)cc2/C=C/C(=O)Nc2cccc(S(N)(=O)=O)c2)cc1 | 6 | 1.0 | 6 | -8 | 2
16 | Cc1cccc(N(CC(=O)N/N=C/c2cc([N+](=O)[O-])ccc2Cl)S(C)(=O)=O)c1C | 0 | -0.8 | -3 | -1 | -45*

no. | D2 potentiator | RXFP1 antagonist | D2 antag | D2 ag
9 | 3 | -2 | 16 | 0.3
10 | -3 | -8 | / | -0.5
11 | -2 | -17 | -9 | -0.8
12 | 1 | -16 | -3 | 0.6
13 | / | / | / | /
14 | 2 | -12 | -3 | 0.0
15 | -2 | -2 | 0 | 1.4
16 | 6 | 1 | -2 | 0.1

The list goes on:
no. | molecule | D1 agonist | TRHR ag | TRHR PAM | D1 potentiator | D1 antag
17 | O=C(CCCCC(=O)N1CCOCCOCCOCC1)OCc1ccccc1 | 3 | 0.5 | -1 | 0 | 20
18 | Brc1ccc(-c2csc(N3CCCCCC3)n2)cc1 | 2 | 1.3 | 7 | 2 | -3
19 | CC(=O)NC1(c2ccccc2)CCN(C(=O)N2CCOCC2)CC1 | 2 | -0.4 | -3 | 4 | 6
20 | Cc1cccc(NC(=O)c2cc(=O)c3ccccc3o2)n1 | 2 | 0.8 | 8 | -4 | -5
21 | Cc1ccc(NC(=O)CCCc2nc3ccccc3c(=O)[nH]2)c(Cl)c1 | 2 | 0.2 | 6 | / | 12
22 | COc1ccc(CN2CC(C(=O)NCCCN3CCCCC3)CC2=O)cc1 (stereo not drawn) | 3 | 0.3 | -5 | -6 | -3
23 | CC(Sc1ccc(Cl)cc1)C(=O)Nc1ccccc1-c1ccccc1 (stereo not drawn) | 0 | 0.0 | 20 | 3 | 9
24 | COc1ccc(/C=C2/C(=O)N(c3cccc(F)c3)N=C2C)c(OC)c1 | 0 | 0.0 | -6 | -5 | -10
25 | COc1ccccc1NS(=O)(=O)c1cc(NC(=O)CC(C)(C)C)ccc1N1CCOCC1 | 2 | 0.1 | -7 | 2 | -17
26 | C=CCOC(=O)C1=C(C)NC(SCC(=O)Nc2nccs2)=C(C#N)C1c1cccs1 (stereo not drawn) | 2 | -0.7 | 11 | -22 | -75*

no. | D2 potentiator | RXFP1 antagonist | D2 antag | D2 ag
17 | -5 | -14 | 1 | 0.7
18 | 3 | 1 | -1 | -0.3
19 | -21 | 2 | -3 | 0.4
20 | -1 | -4 | -13 | -0.2
21 | -1 | 9 | -13 | -0.7
22 | 7 | -22 | -1 | -1.0
23 | 0 | -6 | 10 | -1.5
24 | -1 | 5 | 13 | 0.3
25 | 13 | -7 | 6 | 0.6
26 | -11 | -24 | -7 | 4.8

From no. 1 as far as 5, copied from above:
no. | molecule | D1 agonist | TRHR ag | TRHR PAM | D1 potentiator | D1 antag
1 | Cc1cc(C)c(NC(=O)COC(=O)c2c(C)noc2C)c(Cl)c1 | 7 | -2.1 | -6 | -6 | -12
2 | CCOc1ccccc1C(=O)NCC(=O)OCCOc1cccc(Cl)c1 | 1 | -1.2 | -4 | 0 | 9
3 | COc1cccc(CNC(=O)CN(C)S(=O)(=O)c2ccc3c(c2)CC(C)N3C(C)=O)c1 (stereo not drawn) | 1 | 0.4 | 2 | -5 | -1
4 | CCCNC(=O)CSc1cn(CC(=O)N2CCCCCC2)c2ccccc12 | 0 | 0.2 | -10 | -2 | -12
5 | CCC(C)Nc1nc(Cl)nc(N(C#N)CN2C(=O)c3ccccc3S2(=O)=O)n1 (stereo not drawn) | 3 | 0.0 | -3 | -1 | -22

no. | D2 potentiator | RXFP1 antagonist | D2 antag | D2 ag
1 | 9 | 9 | -4 | 0.5
2 | 2 | -1 | -3 | -0.5
3 | -2 | 4 | -4 | 1.7
4 | 1 | -3 | / | 1.1
5 | -4 | -20 | / | /

Record cards, as listed above. Order of screens: D1 agonist, TRHR ag, TRHR PAM, D1 potentiator, D1 antag, D2 potentiator, RXFP1 antagonist, D2 antag, D2 ag
`CC(Sc1ccc(Cl)cc1)C(=O)Nc1ccccc1-c1ccccc1` (stereo not drawn) in the list: 0, 0.0, 20, 3, 9, 0, -6, 10, -1.5
`C=CCOC(=O)C1=C(C)NC(SCC(=O)Nc2nccs2)=C(C#N)C1c1cccs1` (stereo not drawn) in the list: 2, -0.7, 11, -22, -75*, -11, -24, -7, 4.8
`Cc1ccc(NC(=O)CCCc2nc3ccccc3c(=O)[nH]2)c(Cl)c1` in the list: 2, 0.2, 6, /, 12, -1, 9, -13, -0.7
`Cc1cccc(NC(=O)c2cc(=O)c3ccccc3o2)n1` in the list: 2, 0.8, 8, -4, -5, -1, -4, -13, -0.2
`COc1ccc(/C=C2/C(=O)N(c3cccc(F)c3)N=C2C)c(OC)c1` in the list: 0, 0.0, -6, -5, -10, -1, 5, 13, 0.3
